Assay outcomes: PubChem, several laboratories
NSD2 HMT inh = inhibitors of human histone methyltransferase NSD2; NSD2 peptide methylation, AlphaScreen, 120 min; 0.54% of 310,000 active; AID 743445; O96028; inhibition, % at 12.5 µM; in the data active means inhibition above about 50%
SR-BI DiI inh = blocks mouse SR-BI lipid uptake from DiI-HDL. Q61009. ldlA[mSR-BI] CHO cells, DiI-HDL uptake fluorescence, 3 h. inhibition, % at 12.5 µM. 0.96% of 320,000 active. AID 488896;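 active means mean replicate inhibition of at least 70% and a set share of replicates each scoring 70 or more; inconclusive means meets just one of the two criteria; inactive means fails both criteria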;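 further: 0% = median of neutral control wells and 100% = median of positive control wells; values of inactives mirror those of a sister screen read the other way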
Arrestin-AP2 inh = human beta-arrestin and AP2 interaction inhibition; FITC-arrestin peptide / GST-AP2 beads, flow cytometry; AP2 beta2 appendage carries R879A mutation; AID 504490; inhibition, % at 10 µM; 0.31% of 340,000 active;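 active means inhibition above a set limit, near 3 SD of compounds lacking own fluorescence, cut at about 54% in these data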;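 further: plate controls were DMSO wells for no effect and 5 µM unlabelled arrestin peptide for full effect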
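System: GST-tagged AP2 beta2-adaptin appendage (R879A) on 4 µm glutathione beads / Reagent: FITC-arrestin peptide, 50 nM / Detection: HyperCyt-sampled flow cytometry, FL1 channel, ex 488/em 535 nm / Timing: 12 min plus 1 h, RT / Buffer or medium: PBS plus Tween 20 (0.05%) and BSA (0.1%)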
PKA-R1A act = PKA-R1A complex activation; PKA-R1A dissociation, Cy5-IP20 fluorescence polarization; scaled: DMSO 0%, 113 µM cGMP 100%; activation, % at 11.4 µM; 0.083% of 340,000 active; AID 504707;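 active means percent activation above the mean of all tested compounds plus 3 SD, cut at about 19% in these data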;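 further: higher means more PKAc released from R1A so a rise in polarization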
PKA-R2B activ = activators of human PKA-R2B complex; P22694+P31323; AID 504700; PKA-R2B holoenzyme dissociation, Cy5-IP20 fluorescence polarization; R2B truncated from residue 108, S112A mutant; 0% DMSO only, 100% 113 µM cGMP; activation, % at 11.4 µM; 0.079% of 340,000 active;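 active means activation above a cutoff set at the mean over all compounds plus 3 SD, cut at about 18% in these data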;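 further: higher means more holoenzyme dissociation and a rise in polarization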
Target sequence (P31323 whole entry, looked up, other chains not shown, the tested form may be a part): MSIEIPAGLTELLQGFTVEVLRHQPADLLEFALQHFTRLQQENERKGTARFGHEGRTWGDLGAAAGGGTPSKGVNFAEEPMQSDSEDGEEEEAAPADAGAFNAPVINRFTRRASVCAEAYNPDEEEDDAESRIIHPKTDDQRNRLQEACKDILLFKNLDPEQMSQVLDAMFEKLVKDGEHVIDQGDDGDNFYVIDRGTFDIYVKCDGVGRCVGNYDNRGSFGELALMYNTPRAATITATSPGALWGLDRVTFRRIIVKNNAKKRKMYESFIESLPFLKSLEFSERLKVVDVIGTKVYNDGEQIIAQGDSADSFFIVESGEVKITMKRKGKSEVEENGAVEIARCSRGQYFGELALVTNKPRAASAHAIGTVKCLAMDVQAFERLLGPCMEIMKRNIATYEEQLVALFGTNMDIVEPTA
MITF TRPM1 HTS = activators of MITF-driven TRPM1 promoter activity in SK-MEL-5 cells; SK-MEL-5 TRPM1-promoter luciferase, 24 h; % of positive control, neutral wells = 0; activation, % at 12.5 µM; 0.75% of 300,000 active; AID 588334;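 active means mean activation of at least 80% with every replicate also reaching 80%; inconclusive means mean reaches 80% but some replicate falls short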;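 further: 0% = neutral control wells and 100% = parthenolide positive control wells; values of inactives mirror those of a sister screen read the other way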
Pemphigus Ab inh = inhibitors of pemphigus antibody binding to human desmoglein-3. DSG3-coupled beads, scFv-anti-DSG3-GFP binding, flow cytometry; active compounds read low. 0.48% of 310,000 active. P32926. binding (percent of control), % at 10 µM;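 active means binding more than 3 SD below its plate's average and above zero; inconclusive means below that plate limit but binding exactly zero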;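 further: hits lower antibody fragment binding to DSG3; some compounds called inactive have numbers as strong as hits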
SR-BI DiI-HDL act = activators of SR-BI mediated HDL lipid uptake; CHO ldlA[mSR-BI] cells, DiI-HDL uptake fluorescence, 3 h; 100 = double the neutral-control signal; activation, % at 12.5 µM; 0.096% of 320,000 active; AID 504775;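 active means mean replicate activation of at least 60% and every replicate at or above 60%; inconclusive means mean or all-replicate condition met, but not both; inactive means mean below 60% and not all replicates reaching 60%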;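 further: 0% = median plate neutral-control signal and 100% = twice that signal; values of inactives mirror those of a sister screen read the other way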
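Assay system: LDL receptor-deficient CHO ldlA cells overexpressing murine SR-BI / Medium: BSA-supplemented, HEPES-buffered Ham's F12, pH 7.4 / Probe or stimulus: DiI-labelled HDL at 10 µg/mL final / Timing: compound with DiI-HDL co-incubation, 3 h at 37 °C / Technique: bottom-read cell fluorescence after medium removal, ex 550/em 595 nm / Measure: HDL uptake via cellular fluorescence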
CDK5 inh = blocks human CDK5/p35 kinase activity | Q00535+Q15078 | Recombinant CDK5/p35, ADP-Glo luminescence, 60 min | inhibition, % at 10 µM | 0.01% of 330,000 active;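 active means highest replicate inhibition of at least 50% and at least 75% of replicates reaching 50%; inconclusive means only one of the two criteria met; inactive means both criteria failed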;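 further: plate controls were DMSO neutral control for no effect and GW8510 at 10 µM for full effect; many of its hits are not listed in these tables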
Target sequence (Q00535 whole entry, looked up): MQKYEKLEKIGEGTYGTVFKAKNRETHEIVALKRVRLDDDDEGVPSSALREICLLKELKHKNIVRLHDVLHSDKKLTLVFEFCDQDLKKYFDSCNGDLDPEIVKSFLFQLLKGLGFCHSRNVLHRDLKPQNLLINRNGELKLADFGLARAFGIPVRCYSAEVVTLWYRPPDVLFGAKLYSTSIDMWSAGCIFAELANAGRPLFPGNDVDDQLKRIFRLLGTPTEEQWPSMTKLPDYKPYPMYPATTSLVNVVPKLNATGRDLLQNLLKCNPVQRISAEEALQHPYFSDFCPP
Target sequence (Q15078 whole entry, looked up): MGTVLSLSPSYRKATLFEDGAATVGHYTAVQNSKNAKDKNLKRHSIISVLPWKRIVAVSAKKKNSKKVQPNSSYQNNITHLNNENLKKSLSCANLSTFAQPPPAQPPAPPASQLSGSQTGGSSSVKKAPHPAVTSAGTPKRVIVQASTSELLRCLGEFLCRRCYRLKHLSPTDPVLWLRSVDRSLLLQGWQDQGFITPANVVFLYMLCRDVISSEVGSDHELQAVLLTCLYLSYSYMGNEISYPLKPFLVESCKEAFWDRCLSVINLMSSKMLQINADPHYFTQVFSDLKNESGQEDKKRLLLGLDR
dFosB act = enhances mouse delta FosB homodimer DNA binding; P13346; purified delta FosB, TAMRA-CDK5 oligo fluorescence polarization; percent of positive-control signal above neutral wells; activation, % at 25 µM; 0.99% of 340,000 active; AID 493131;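 active means mean activation above about 17%, with every replicate also reaching it, limit read from the data, passing the limit was not always enough; inconclusive means only one of the two conditions met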;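 further: fluorescence polarization rise as delta FosB binds a TAMRA Cdk5 AP-1 oligo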
SUMO Mot1 rescue = SUMOylation pathway inhibition by Mot1-301 growth rescue; S. cerevisiae Mot1-301 growth rescue, ATP luminescence, 38.5C; percent above DMSO median, 100 means doubled; growth rescue, % at 18.8 µM; 1% of 320,000 active; AID 2716;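 active means every valid replicate shows activation above 250% relative to neutral control wells; inactive means the rest, any valid replicate at or below 250%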;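 further: OY570 slx delta 5 strain wells were the positive control but not used for scaling; some compounds called inactive have numbers as strong as hits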
Numbers without * were called inactive; u = inconclusive; x = no result given.

Each structure is followed by: NSD2 HMT inh, SR-BI DiI inh, Arrestin-AP2 inh, PKA-R1A act, PKA-R2B activ, MITF TRPM1 HTS, Pemphigus Ab inh, SR-BI DiI-HDL act, CDK5 inh, dFosB act, SUMO Mot1 rescue
[1] COc1ccccc1CC(=O)Nc1ccc(S(=O)(=O)N2CC(C)CC(C)C2)cc1 (configuration not stated)
→ 2, 2, 4, -7, 4, 3, 115, x, 0.6, -6, 49
[2] Cn1c(CSc2nc3ccccc3s2)n[nH]c1=S
→ 38, -5, -1, -5, -12, x, 101, 5, 1.0, -1, 20
[3] Cc1cccc(Nc2n[nH]c(=S)s2)c1C
→ -1, -9, -6, 2, -2, 1, 116, 9, 3.8, -1, 2
[4] COc1ccc(CNC(=O)c2ccc(Cn3cc(Br)cn3)o2)cc1
→ -3, -15, 0, -12, 0, 3, 106, x, -2.0, -6, 11
[5] Cc1ccc(C(=O)ONC(=O)c2ccc(Cl)cc2)cc1[N+](=O)[O-]
→ -3, -4, -4, -2, -4, -5, 97, 4, 1.7, 1, 14
[6] COc1ccc(N2CCN(CC(=O)N3CCC(C)CC3)CC2)cc1
→ 1, 8, 18, -3, 5, 2, 101, -8, 1.0, 4, 10
[7] CCOC(=O)C1CCCN(CC(O)COCc2ccccc2OC)C1 (configuration not stated)
→ 1, x, 23, -1, 7, -5, x, x, -0.1, -2, 17
[8] CCn1c2ccccc2c2c3ncc4cccn4c3ccc21
→ -22, 58, 15, -11, -3, -4, 119, -58, -7.1, -19, -17
[9] Cc1ccc(C(=O)OCC(=O)NCc2cccs2)s1
→ -1, 5, 8, -4, 1, 5, 99, -5, 1.9, 8, x
[10] Cc1cc(NC(=O)c2ccco2)ccc1-n1cnnn1
→ -2, 31, 2, 1, -5, 46, x, x, -0.6, 10, 24
[11] CCN1C(=O)/C(=C/c2nc3ccccc3c(=O)n2-c2ccc(C)cc2)c2ccccc21
→ 1, 13, 21, 4, -2, -14, 81, -13, 0.0, 7, -17
[12] Cc1ccc(NC(=O)Cn2nc(C)c(S(=O)(=O)N(C)C)c2C)cc1C
→ -2, x, 13, -2, 3, 2, 97, x, 7.3, 3, -6
[13] COc1ccccc1NS(=O)(=O)c1ccc2c(c1)N(C(C)=O)CC(C)S2 (configuration not stated)
→ 29, -4, 4, -1, 1, -3, 109, 4, 0.2, 1, -5
[14] Cc1cc(C(=O)OCc2nnc(-c3ccccc3)o2)c(C)n1-c1ccccc1
→ 0, 7, -30, -2, -11, 4, 99, -7, 0.4, 2, 0
[15] O=C(Cc1nc(-c2ccc(Br)s2)cs1)NCCN1CCOCC1
→ -2, 2, 1, 3, 5, x, x, -2, -1.3, -6, 213
[16] CC(=O)Nc1ccc(S(=O)(=O)Nc2ccc3c(c2)n(C)c(=O)n3C)c(C)c1
→ 37, x, 21, 8, 11, 3, x, x, 0.2, -3, 36
[17] COc1ccccc1-c1c(C)nn2c(N)c(-c3ccccc3)cnc12
→ 4, 17, -16, -15, -15, 29, 102, -17, 0.2, -11, -24
[18] COc1cccc(C(=O)COc2ccc(NC(=O)c3cccs3)cc2)c1
→ -1, 44, -3, -10, -8, -3, 98, -44, -1.1, -6, 23
[19] CCNc1nc(NC(C)C)nc(NC(C)(C)C)n1
→ 3, -38, -2, -2, 1, -18, 102, 38, 1.4, -11, -12
[20] CCOc1ccccc1C(=O)OCC(=O)Nc1ccc(OC(F)F)cc1
→ -3, 2, 2, -6, -9, 1, 100, -2, 3.2, -13, 1
[21] COc1ccc(-c2c(C)oc3c(CN4CCN(C)CC4)c(O)ccc3c2=O)cc1
→ x, -5, 24, -10, 6, 0, 100, 5, -1.9, -7, -13
[22] CC(=O)NC(CC(C)C)C(=O)NC(=O)NCc1ccccc1 (configuration not stated)
→ -4, -4, -3, 14, 3, 17, 104, 4, 0.6, -4, -22
[23] CC(=O)Cn1nnc2sc3c(c2c1=O)CCC(C(C)(C)C)C3 (configuration not stated)
→ -2, -1, 4, -1, 3, u, 104, 1, -1.5, -17, x
[24] CC1CCN(C(=O)C2CC(c3ccc(F)cc3)=NO2)CC1 (configuration not stated)
→ -2, -28, 3, -7, -4, 26, 100, 28, -1.0, -2, -19
[25] COc1ccccc1CC(=O)Nc1ccccc1O
→ -8, -7, 3, -4, 4, -5, 110, 7, -2.6, -3, 2
[26] Cn1nnc(NC(=O)CSc2nnnn2-c2ccc(F)cc2)n1
→ -1, -2, 5, -4, -9, x, x, 2, -4.3, 1, x
[27] CCCN1CCN(CCCNC(=O)C2CCCN(c3nnc(-n4cccc4)s3)C2)CC1 (configuration not stated)
→ 8, -8, 4, -5, -4, 0, 104, 8, 0.2, -2, -3
[28] Cc1c(CN2CCCC(C(=O)c3cccc(Cl)c3)C2)c(=O)n(-c2ccccc2)n1C (configuration not stated)
→ -2, -14, 26, -5, -15, -7, 105, 14, 1.7, -1, 1
[29] CCCC(=O)Nc1ccc(Sc2ccc([N+](=O)[O-])cc2)cc1
→ 1, 2, -4, -4, -1, -7, 100, -2, 0.5, 0, 374*
[30] COc1ccccc1-c1nnc(NC(=O)c2ccc(S(=O)(=O)N(C)CC3CCCO3)cc2)o1 (configuration not stated)
→ -1, 1, 32, -2, -10, -14, x, -1, 1.9, -3, 106
[31] O=C(Nc1ccc([N+](=O)[O-])cc1)C1CC12CCC2 (configuration not stated)
→ 0, x, 2, 8, 0, 12, 101, x, -2.4, 0, 4
[32] CC1(C)C2CCC1(C(=O)O)c1nc3ccccc3nc12 (configuration not stated)
→ 2, -13, 15, 2, -12, -5, 100, 16, 0.5, 5, -8
[33] CO/N=C/C(=N\Nc1ccc(OC)cc1)C(=O)c1ccc(F)cc1
→ -6, u, 0, 3, -2, 13, 94, -73, 1.1, -7, 21
[34] Cc1nc2nc[nH]n2c(=O)c1NC(=O)c1cccc(OCC(C)C)c1
→ 2, -19, 14, -8, 0, 1, 114, 19, -0.5, 1, 1
[35] CCn1c(SCC(=O)Nc2ccccc2C)nnc1-c1ccccc1O
→ 1, 2, 12, -7, -12, -7, 100, -2, -1.6, -10, 0
[36] Cc1cc(NCCO)c2ccccc2n1
→ 8, -1, -10, 3, 2, -1, x, 1, -0.8, 9, -8
[37] COc1ccc(OC)c(NC(=O)CSc2ccc3ccccc3c2)c1
→ -3, 3, 1, 7, 1, -4, 115, -3, 0.4, -3, 11
[38] O=C(CSc1nnc(Cn2nnc3ccccc32)o1)Nc1cccc(Cl)c1
→ -1, 18, 17, -2, -6, -8, x, -19, x, -8, 643
[39] Cc1ccccc1N1C(=O)C2ON(c3ccccc3)C(c3ccco3)C2C1=O (configuration not stated)
→ -1, 0, -4, -6, -9, -2, 109, 0, -0.3, -10, -7
[40] CCC(=O)Nc1cc(C(=O)OC(C(=O)c2ccc(C)c(C)c2)c2ccccc2)ccc1C (configuration not stated)
→ 1, 32, 9, -16, 7, x, 102, -32, -0.1, -4, 4
[41] COC(=O)CCC/C=C1/SCC(NC(=O)c2ccccc2)/C1=N/O (configuration not stated)
→ 1, -13, 33, -2, 5, -2, 100, 13, 1.0, 0, -10
[42] CSc1nc(C)cc(OCC#N)n1
→ -5, -10, 20, -1, -9, 2, x, 10, -0.3, 1, 1
[43] Cc1cccc(C)c1-n1c(C)nn(-c2ncc(C(F)(F)F)cc2Cl)c1=O
→ -2, 1, -5, -12, -9, -14, 109, -1, 0.5, -4, x
[44] COc1cccc(NC(=O)C2C3C=CC4(O3)C2C(=O)N(CCN2CCCCC2)C4C(=O)NC2CCCCC2C)c1 (configuration not stated)
→ 48, x, 7, 3, -13, 7, 120, x, 1.3, -5, 305
[45] O=C(Nc1ccc(O)cc1)c1cc2ccccc2c(=O)s1
→ 0, 27, 6, 5, 0, 100*, 101, -27, 2.9, -7, 13
[46] C=CCn1cc(C(=O)N2CCc3ccccc3C2)c(=O)c2cc(S(=O)(=O)N(CC)CC)ccc21
→ 0, 6, -7, 4, 0, -5, 111, -6, -3.2, -2, 13
[47] Cc1cc2nc(/C(C#N)=C\c3ccc(-c4ccccc4C(=O)O)o3)[nH]c2cc1C
→ -2, -19, 54*, 5, -3, x, 111, 19, 2.0, -21, 263
[48] Cc1onc(-c2ccccc2)c1C(=O)NC(CC(=O)O)c1ccc(OC(C)C)cc1 (configuration not stated)
→ -6, -20, -7, -9, -3, 0, 100, 20, -1.6, -4, 5
[49] O=c1nc(N2CCOCC2)ccn1-c1nc(-c2ccccc2)oc1-c1ccccc1
→ -3, 9, 5, -8, 6, -19, 98, -9, -3.3, -14, -9
[50] COC(=O)CSc1nnc(C)n1-c1cccc(C#N)c1
→ -1, -28, 27, -8, 3, 9, 124, 28, -1.1, -3, 16
[51] COc1ccc(N2CC(C(=O)Nc3ncccc3C)CC2=O)cc1 (configuration not stated)
→ -1, -11, 0, -1, -7, -8, 100, 11, -0.6, -1, 1
[52] CSc1ncccc1C(=O)OCC(=O)NC1CCCCC1
→ -3, 1, -2, 6, -10, 8, 102, -1, 1.0, -5, 43
[53] O=C(Nc1ccc2c(c1)C(=O)NC2=O)c1ccc(S(=O)(=O)N2CCCC2)cc1
→ x, 7, -3, -6, -11, 0, 97, -7, -0.2, 11, -16
[54] S=C(NN=C1CCCCCC1)Nc1ccc(Cl)cc1
→ x, -3, -15, 13, -1, 19, 115, 3, -2.0, -1, 0
